MazEF act: activators of E. coli MazEF toxin-antitoxin RNase, primary screen, biochemical, fluorescence, uHTS | activation, % at 20 µM | FAM/BHQ RNA-DNA oligo cleavage fluorescence, 5 h | 350,000 compounds, 0.32% hits | Endoribonuclease toxin MazF (Escherichia coli (strain K12)), P0AE70; in the data active = activation above about 50%
Target sequence (P0AE70 whole entry, looked up): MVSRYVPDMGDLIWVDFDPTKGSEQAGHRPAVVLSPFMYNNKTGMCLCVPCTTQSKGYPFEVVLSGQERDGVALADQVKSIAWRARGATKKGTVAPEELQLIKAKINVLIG
SARS 3CLpro inh: SARS-CoV 3CLpro protease inhibitors, primary screen, biochemical, quenched FRET; Replicase polyprotein 1ab (Severe acute respiratory syndrome coronavirus), P0C6X7; recombinant SARS-CoV 3CLpro, quenched FRET peptide cleavage; inhibition, % at 6 µM; 290,000 compounds, 0.14% hits; in the data active = inhibition above about 12%
CCHFV vOTU inh: CCHFV vOTU protease inhibitors, primary screen, biochemical, Pep-AMC substrate, fluorescence; Crimean-Congo hemorrhagic fever virus L polyprotein viral ovarian tumor (vOTU) protease …; inhibition, % at 11.5 µM; 370,000 compounds, 0.55% hits; in the data active = inhibition above about 30%; note: 0% = vehicle wells with enzyme and 100% = no enzyme wells
Rv3671c inh: Rv3671c serine protease inhibitors, primary screen, biochemical, fluorescence polarization, M. tuberculosis H37Rv. P9WHR9. inhibition, % at 5.96 µM. 320,000 compounds, 0.048% hits. AID 2606, 2010; in the data active = inhibition above about 38%;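 note: extracellular domain of Rv3671c used as enzyme; 0% = enzyme with DMSO and 100% = no enzyme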
Target sequence (P9WHR9 whole entry, looked up, the tested form may be a part): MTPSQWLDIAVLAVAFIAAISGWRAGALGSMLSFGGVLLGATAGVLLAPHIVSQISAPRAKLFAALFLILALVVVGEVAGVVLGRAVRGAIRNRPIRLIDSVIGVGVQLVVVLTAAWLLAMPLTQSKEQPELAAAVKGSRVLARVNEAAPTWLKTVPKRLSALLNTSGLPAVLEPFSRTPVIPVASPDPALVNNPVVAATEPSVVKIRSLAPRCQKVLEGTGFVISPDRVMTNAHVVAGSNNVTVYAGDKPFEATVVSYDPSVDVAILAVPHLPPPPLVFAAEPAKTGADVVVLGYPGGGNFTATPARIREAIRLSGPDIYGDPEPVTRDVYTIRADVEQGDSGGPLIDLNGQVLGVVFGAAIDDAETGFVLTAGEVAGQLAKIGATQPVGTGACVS
SSB-PriA inh: inhibitors of Klebsiella pneumoniae PriA binding to SSB C-terminal tail, primary screen, biochemical, AlphaScreen; PriA–SSB C-terminal tail interaction (Klebsiella pneumoniae); AlphaScreen SSBct-PriA binding, biotinylated peptide; 430,000 compounds, 0.6% hits; inhibition, % at 33 µM; in the data active = inhibition mostly above about 37%, no sharp cut-off; inactive = mostly below about 20%;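 note: plate controls were negative control peptide for no effect and reference peptide for full effect; strong numbers were not always called active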
PrPC surface inh: inhibitors of human cell surface prion protein PrPC, primary screen, cell-based, TR-FRET. Major prion protein (Homo sapiens), P04156. TR-FRET read-out. inhibition, % at 13.8 µM. 370,000 compounds, 0.43% hits; in the data active = inhibition above about 24%; note: 0% = median of the test wells and 100% = reference compound wells
BH1578 lux ind: inducers of Vibrio cholerae quorum light production without autoinducers, primary screen, BH1578 luxS cqsA deficient, single point | V. cholerae BH1578 lux reporter, luminescence, 6 h | activation, % at 18.7 µM | 350,000 compounds, 0.16% hits | AID 588436, 2011; in the data active = activation mostly above about 9.7%, no sharp cut-off; note: not every result past the cut was called active; inactives centre near 0; reference of the scale not given here
DUSP3 inh: VHR1 phosphatase inhibitors, primary screen, biochemical, absorbance, uHTS; 290,000 compounds, 0.52% hits; recombinant VHR phosphatase, pNPP absorbance; AID 1654, 2009; inhibition, % at 13.3 µM; in the data active = inhibition above about 50%; note: some compounds called inactive have numbers as strong as hits
Target sequence (P51452 whole entry, looked up): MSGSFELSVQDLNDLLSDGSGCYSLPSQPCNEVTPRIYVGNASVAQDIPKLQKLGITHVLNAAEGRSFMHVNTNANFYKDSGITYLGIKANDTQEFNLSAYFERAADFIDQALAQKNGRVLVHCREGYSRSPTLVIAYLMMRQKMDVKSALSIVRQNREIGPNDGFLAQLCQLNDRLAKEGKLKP
TcdB GH inh: TcdB glycohydrolase inhibitors, primary screen, biochemical, single point, plate reader. Toxin B (Clostridioides difficile), P18177. TcdB glycohydrolase enzymatic assay. inhibition, % at 9.99 µM. 350,000 compounds, 0.24% hits. AID 652162, 2013; in the data active = inhibition above about 10%
Y pestis TopoI: Yersinia pestis topoisomerase I inhibitors, primary screen, biochemical, cleavage product accumulation, plate reader, single point; activity, % at 10 µM; 360,000 compounds, 0.064% hits; AID 504884, 2011; DNA topoisomerase I (Yersinia pestis CO92); Y. pestis Topo-I cleavage product accumulation; in the data active = activity above about 50%, passing the limit was not always enough; note: inactives centre near 2
Starred values were filed as active, the others as inactive; i = inactive; · = no result given. These rows are one share of the data, so the mix of outcomes need not match the whole.

SMILES	MazEF act	SARS 3CLpro inh	CCHFV vOTU inh	Rv3671c inh	SSB-PriA inh	PrPC surface inh	BH1578 lux ind	DUSP3 inh	TcdB GH inh	Y pestis TopoI
CN(Cc1ccccc1)C(=O)CN1CCCC1=O	2	-2	-12	-4	5	-6	i	28	0.6	4
Cc1ccc(NC(=O)CCC(=O)N/N=C/c2cc([N+](=O)[O-])ccc2O)cc1	10	0	-11	14	·	7	i	43	·	0
Oc1ccccc1Cn1c(-c2ccccc2O)nc2ccccc21	14	-2	2	1	6	0	·	4	·	6
CCC(=O)Nc1ccc(C(=O)COC(=O)CCN2C(=O)C3CC=CCC3C2=O)cc1 (configuration not stated)	10	·	-9	1	7	0	i	·	0.8	-17
Cc1c[n+]([O-])ccc1Oc1ccc([N+](=O)[O-])cc1	7	·	3	3	-10	-13	i	·	-1.0	22
O=C(Nc1nnc(C2CCCC2)s1)C1CCC1	-1	-2	9	-1	-13	4	-1.3	17	·	4
CC/C(C)=N/Nc1ccc(S(=O)(=O)N2CCCC2)cc1[N+](=O)[O-]	2	2	2	-9	·	-20	4.1	5	-9.7	1
Cc1cccc(C)c1NC(=O)c1cccc(C(=O)Nc2c(C)cccc2C)n1	15	·	-7	2	-6	3	-0.5	·	1.9	9
COc1ccc(NC2=CC(c3ccccc3)N(c3ccc(OC)cc3)C2=O)cc1 (configuration not stated)	-4	3	-18	0	7	4	i	13	1.9	7
COc1cnn(-c2cccc(C(F)(F)F)c2)c(=O)c1Cl	6	·	-6	-3	0	-9	-0.8	·	-0.3	8
O=C1ON=C(c2ccccc2)/C1=C/c1ccccc1	-8	-4	3	-3	1	5	i	-28	0.6	5
COCCNC(=O)CN(c1ccc(C)cc1)S(=O)(=O)c1ccccc1	-2	0	-11	-1	0	1	i	21	·	3
COc1cc2ccc(C(=O)O)cc2cc1OC	6	·	-3	·	·	-3	i	·	0.3	-1
COC(=O)c1ccccc1NC(=O)NCc1cccnc1	1	5	6	5	-9	-1	-0.3	-9	·	4
C=CC1=C2C=C(C3CC3)N(C3CC3)C=C2C(=O)C(C)(OC(=O)c2ccco2)C1=O (configuration not stated)	-25	·	4	-3	0	-4	-0.3	·	0.1	-8

Another view of part of the listing above:
mol | MazEF act | SARS 3CLpro inh | CCHFV vOTU inh | Rv3671c inh | SSB-PriA inh | PrPC surface inh | BH1578 lux ind | DUSP3 inh | TcdB GH inh | Y pestis TopoI
O=C1ON=C(c2ccccc2)/C1=C/c1ccccc1 | -8 | -4 | 3 | -3 | 1 | 5 | i | -28 | 0.6 | 5
COCCNC(=O)CN(c1ccc(C)cc1)S(=O)(=O)c1ccccc1 | -2 | 0 | -11 | -1 | 0 | 1 | i | 21 | · | 3

Next section
SMILES	MazEF act	SARS 3CLpro inh	CCHFV vOTU inh	Rv3671c inh	SSB-PriA inh	PrPC surface inh	BH1578 lux ind	DUSP3 inh	TcdB GH inh	Y pestis TopoI
CC(=O)Nc1ccc(S(=O)(=O)Nc2cccc(-c3cn4c(n3)SCC4)c2)cc1	7	1	-3	-7	-1	-2	-0.2	-13	1.0	-10
CCOc1nc(NCCN2CCOCC2)nc(Nc2ccc([N+](=O)[O-])cc2)n1	0	-6	6	0	7	-11	-5.5	-6	-9.3	-10
Cc1ccc(NC(=S)N(CCN(C)C)Cc2cc3cccc(C)c3[nH]c2=O)cc1	4	-3	-16	-1	12	-12	i	4	0.9	1
Cc1ccc(-c2c[nH]c(=S)n2-c2ccccc2)cc1	-3	5	5	0	17	1	i	24	1.6	1
CC12CN(C(=O)c3ccc([N+](=O)[O-])cc3)CC(C)(CN(C(=O)c3ccc([N+](=O)[O-])cc3)C1)C2=O	4	-4	-6	2	-9	-16	·	-5	-0.4	·
CCOc1ccc(S(=O)(=O)N(CC(=O)NCC2CCCO2)c2ccc(F)cc2)cc1 (configuration not stated)	-26	5	4	3	-6	-3	-0.3	7	0.0	2
O=c1c2[nH]c3ccccc3c2ncn1Cc1ccncc1	0	0	12	-7	5	-1	-0.4	8	·	-1
Cc1ccc(NC(=O)CSc2nnc(NC(=O)C3CC3)s2)cc1C	8	2	2	4	-17	2	-0.3	2	-5.0	1
O=C1C2C(C(=O)N1CCN1CCN(Cc3ccc([N+](=O)[O-])cc3)CC1)[C@H]1C=C[C@@H]2C1 (some centres not stated)	9	1	13	4	3	-9	i	-7	0.8	-5
C/C(CC(c1ccccc1)c1c(O)c2ccccc2oc1=O)=N\NC(N)=S (configuration not stated)	2	0	-2	1	·	-8	-5.1	37	·	3
N=C1SCC(=O)N1c1nc(-c2ccccc2)cs1	-2	3	0	-5	-5	5	i	23	·	-6
CC1CCCN(CCCNS(=O)(=O)c2ccc3c(c2)CCN3C(=O)C2CC2)C1 (configuration not stated)	7	0	-4	-3	10	-4	-0.5	68	0.6	-3
CNC(=O)CCSc1ccc(C)cc1	-2	-5	3	-5	-12	7	-0.6	27	·	-1
C#Cc1ccc([C@H]2C=C(C(=O)O)O[C@@H](OCCCCO)C2)cc1	-11	·	-6	6	-1	-7	-0.6	·	·	-7
CCN1CCCC1CNC(=O)c1ccc(Sc2ccccc2Cl)c([N+](=O)[O-])c1 (configuration not stated)	25	3	7	-5	11	-11	i	32	0.6	-14
COc1ccccc1NC(=O)C1CCCN(S(=O)(=O)c2ccccc2)C1 (configuration not stated)	0	5	-1	-4	13	7	i	17	2.3	11
Nc1nonc1C(=O)NCCN=Cc1cc(Cc2ccccc2)cc(Br)c1O	-37	1	·	-5	-13	·	i	29	·	5
CCCn1c(SCC(=O)Nc2ccc(S(=O)(=O)N(C)C)cc2)n[nH]c1=O	1	4	-6	1	-9	6	-0.4	-15	0.9	-3
COc1cc(C)c(C(=O)Oc2cc(C)c(C(=O)O)c(O)c2C)c(O)c1C(=O)O	2	·	1	-4	-4	3	-0.5	·	-1.6	-2
CCOC(=O)Cc1csc(N/N=C/c2cccc([N+](=O)[O-])c2)n1	7	2	7	2	·	-9	-2.6	-12	3.1	0
CC1=C(C(=O)OCc2ccccc2)C(c2cccc(F)c2)NC(=O)N1 (configuration not stated)	8	4	3	5	-6	1	i	7	2.1	20
N#Cc1ccc(C23CC4(C2)[C@H](CN(Cc2ccc(C(F)(F)F)cc2)[C@@H]4c2ccccc2)C3c2ccc(C(F)(F)F)cc2)cc1 (some centres not stated)	-15	·	14	-13	-7	-1	·	15	1.0	·
Cc1ccc(C)c(NS(=O)(=O)c2cc(C(=O)NCC3CCCO3)ccc2C)c1 (configuration not stated)	-11	2	14	2	27	4	-2.9	20	1.0	-5
NS(=O)(=O)c1ccc(NC(=O)COC(=O)CCNC(=O)NC23CC4CC(CC(C4)C2)C3)cc1	-11	-4	-5	-3	-7	0	-0.6	18	·	2
NC(=O)c1nsc(C(=O)N(c2ccccc2)C(C(=O)NC2CCCCC2)c2ccc(O)cc2)c1N (configuration not stated)	5	1	-1	-18	4	1	i	-11	1.7	7
CC(=O)O[C@@H]1/C=C/[C@](C)(O)C[C@@H](C)C/C=C/[C@H]2[C@@H]3O[C@]3(C)[C@@H](C)[C@H]3[C@H](Cc4ccccc4)NC(=O)[C@@]312	9	·	·	-9	·	·	-0.7	·	·	1
O=C(c1cc(COc2ccc(F)cc2Cl)on1)N1CCc2ccccc2C1	-4	1	-21	-6	-7	6	0.6	18	0.2	-4
COc1cc(OC)cc(C(=O)N2CCN(C(=O)COc3ccc4ccccc4c3)CC2)c1	-3	6	6	2	-9	-8	i	15	·	-3
Cc1cccc(C)c1NC(=O)C1(NC(=O)c2cnccn2)CCCCC1	-9	·	17	-3	-7	2	-0.2	25	0.8	0
Cc1ccc(/C=N/NC(=O)C[n+]2ccccc2)s1	0	1	-4	-1	i	-3	-0.4	10	2.3	2
CC(Sc1nnc(-c2ccncc2)n1C)C(=O)Nc1nccs1 (configuration not stated)	7	-2	-14	9	5	6	0.4	3	0.5	-3
O=C(Cc1cccs1)N(c1ccccc1)C1C=CS(=O)(=O)C1 (configuration not stated)	7	3	12	1	-5	5	-6.7	18	-1.5	7
CS(=O)(=O)N(CC(=O)NC1CC2CCC1C2)c1ccc(Oc2ccccc2)cc1 (configuration not stated)	-8	5	10	8	-16	4	0.0	-5	1.5	46
O=C1C(=O)N(CCO)C(c2ccccc2[N+](=O)[O-])/C1=C(\O)c1ccccc1 (configuration not stated)	3	-8	14	5	·	-5	i	·	-6.4	5
CCOc1ccccc1-n1nnnc1SCC(=O)NCc1ccco1	-9	2	-5	5	4	2	i	28	0.7	1
Cc1ccc(C2=NS(=O)(=O)N(C)C(C(=O)Nc3ccc4c(c3)OCO4)=C2)cc1	9	4	8	-4	3	-5	-0.2	25	0.4	-8
CC1CN(Cc2nc3c(c(=O)n(C)c(=O)n3C)n2CCCO)CC(C)O1 (configuration not stated)	1	-2	9	3	5	-5	-0.7	26	·	-8
Cc1ccc(SCC(=O)Nc2ncc(C)s2)cc1	2	4	5	5	10	6	-0.3	1	·	1
CCN(CC)C(=O)c1c(-c2ccccc2)oc2ccc(OC)cc12	6	-9	-2	-1	-11	-10	i	12	0.4	-4
C/C(=N\NC(=O)c1cc(C)[nH]n1)c1ccc(-c2ccccc2)cc1	12	4	8	-8	·	0	-0.2	17	2.4	22

Of the compounds above, these have a halogen.
SMILES	MazEF act	SARS 3CLpro inh	CCHFV vOTU inh	Rv3671c inh	SSB-PriA inh	PrPC surface inh	BH1578 lux ind	DUSP3 inh	TcdB GH inh	Y pestis TopoI
COc1cnn(-c2cccc(C(F)(F)F)c2)c(=O)c1Cl	6	·	-6	-3	0	-9	-0.8	·	-0.3	8
CCOc1ccc(S(=O)(=O)N(CC(=O)NCC2CCCO2)c2ccc(F)cc2)cc1 (configuration not stated)	-26	5	4	3	-6	-3	-0.3	7	0.0	2
CCN1CCCC1CNC(=O)c1ccc(Sc2ccccc2Cl)c([N+](=O)[O-])c1 (configuration not stated)	25	3	7	-5	11	-11	i	32	0.6	-14
Nc1nonc1C(=O)NCCN=Cc1cc(Cc2ccccc2)cc(Br)c1O	-37	1	·	-5	-13	·	i	29	·	5
CC1=C(C(=O)OCc2ccccc2)C(c2cccc(F)c2)NC(=O)N1 (configuration not stated)	8	4	3	5	-6	1	i	7	2.1	20
N#Cc1ccc(C23CC4(C2)[C@H](CN(Cc2ccc(C(F)(F)F)cc2)[C@@H]4c2ccccc2)C3c2ccc(C(F)(F)F)cc2)cc1 (some centres not stated)	-15	·	14	-13	-7	-1	·	15	1.0	·
O=C(c1cc(COc2ccc(F)cc2Cl)on1)N1CCc2ccccc2C1	-4	1	-21	-6	-7	6	0.6	18	0.2	-4

Screening results: PubChem BioAssay, several laboratories
